PglD DTNB – inhibitors of Campylobacter jejuni PglD acetyltransferase | purified PglD enzyme, DTNB colorimetric CoA detection | inhibition, % at 12.5 µM | hit rate 0.098% among 360,000; in the data active means inhibition above about 16%, passing the limit was not always enough; inconclusive means no clear call, values can overlap the other calls; further: strong numbers were not always called active
S100A4 MyoIIA – S100A4-myosin IIA interaction inhibition; hit rate 0.14% among 360,000; S100A4/TAMRA-MyoIIA peptide fluorescence polarization; inhibition, % at 10.7 µM;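 active means mean inhibition of at least 70% across replicates, with every replicate also reaching that level; inconclusive means mean inhibition reaches 70% but some replicates fall short; inactive means mean inhibition below 70%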
Target sequence (P26447 whole entry, looked up): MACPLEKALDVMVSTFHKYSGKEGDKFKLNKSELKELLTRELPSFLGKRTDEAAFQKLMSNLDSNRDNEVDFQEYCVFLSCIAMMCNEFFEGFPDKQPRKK
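Test system: S100A4 monomer protein; Medium: HEPES pH 7.2 with CaCl2, KCl, NaCl, DTT, Triton; Probe or stimulus: TAMRA-labelled myosin IIA heavy-chain peptide probe, 5 nM; Doses: one dose per compound; Times: polarization read 5 min after assay mix addition, stable 5–60 min; Benchmarks: neutral control DMSO, positive control TFP.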
SIRT5 block – sirtuin-5 (human) deacylase inhibition; Q9NXA8; Purified SirT5, succinyl-peptide AMC, trypsin-coupled fluorescence; hit rate 1.1% among 330,000; inhibition, % at 15 µM; in the data active means inhibition above about 15%; inconclusive means no clear call, values can overlap the other calls
Target sequence (Q9NXA8 whole entry, looked up): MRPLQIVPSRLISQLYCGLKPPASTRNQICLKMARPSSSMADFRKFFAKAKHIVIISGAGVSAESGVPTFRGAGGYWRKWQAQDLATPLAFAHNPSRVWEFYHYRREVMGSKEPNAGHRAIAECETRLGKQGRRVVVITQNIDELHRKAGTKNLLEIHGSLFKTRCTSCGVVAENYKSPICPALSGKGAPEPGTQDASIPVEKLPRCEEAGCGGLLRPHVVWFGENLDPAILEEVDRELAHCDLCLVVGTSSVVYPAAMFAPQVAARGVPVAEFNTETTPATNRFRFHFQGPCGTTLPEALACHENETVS
ERp5 block – blocks human ERp5 reductase activity on insulin | Q15084 | ERp5 insulin aggregation, absorbance 650 nm, 90 min | inhibition, % at 9.99 µM | hit rate 0.05% among 350,000;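 active means mean replicate inhibition above about 25%, with every replicate also reaching it, limit read from the data, passing the limit was not always enough; inconclusive means only one of those two criteria met; inactive means neither criterion met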
Target sequence (Q15084 whole entry, looked up): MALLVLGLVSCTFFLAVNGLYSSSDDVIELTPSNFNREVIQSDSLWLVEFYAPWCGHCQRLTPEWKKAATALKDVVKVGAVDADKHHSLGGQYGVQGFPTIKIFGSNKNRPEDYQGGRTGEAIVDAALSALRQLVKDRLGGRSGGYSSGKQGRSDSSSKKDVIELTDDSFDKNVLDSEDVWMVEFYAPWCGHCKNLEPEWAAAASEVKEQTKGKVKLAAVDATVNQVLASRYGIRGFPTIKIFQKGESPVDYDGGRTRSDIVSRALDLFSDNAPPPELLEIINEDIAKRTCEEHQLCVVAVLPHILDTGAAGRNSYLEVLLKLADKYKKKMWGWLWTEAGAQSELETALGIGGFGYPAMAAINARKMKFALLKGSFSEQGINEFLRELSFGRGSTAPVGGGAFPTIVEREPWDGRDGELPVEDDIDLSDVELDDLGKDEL
E-selectin induc – E-selectin induction on HUVECs | P16581 | HUVEC E-selectin immunofluorescence imaging; normalized: neutral wells 0, TNF-alpha wells 100 | activation, % at 7.58 µM | hit rate 0.37% among 260,000;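 active means mean E-selectin-positive cell signal at least 10% of the positive control, reached in at least 60% of replicates, without over 20% cell loss; inconclusive means no rule given, readout overlaps actives, possibly toxicity-flagged; inactive means the rest, including those meeting only one limit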;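 further: in these data hits start at about 27%; measured in HUVEC primary endothelial cells; signal is the percent of cells scored E-selectin positive by PE staining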
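Read-out: % PE-positive cells | Test system: HUVEC | Doses: One compound dose added by pin transfer | Buffer or medium: EGM-2 over gelatin coat | Signal: Immunofluorescence imaging | Benchmarks: TNF-alpha, DMSO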
DENV2 CPE – protects cells from dengue virus 2 cytopathic effect; DENV2-infected cells, cytopathic effect rescue, plate reader; AID 651640; hit rate 1.7% among 350,000; CPE inhibition, % at 9.99 µM; in the data active means CPE inhibition above about 20%, passing the limit was not always enough; inconclusive means no clear call, values can overlap the other calls; tested in BHK-21 cells;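 further: 0% = median of neutral control wells and 100% = median of positive control wells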
Statin myotox sup – protects C2C12 myotubes from simvastatin toxicity | ATP luminescence, 48 h; scaled: DMSO 0, geranylgeraniol control 100 | rescue of ATP level, % at 7.49 µM | hit rate 0.78% among 330,000;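 active means mean ATP rescue above about 67%, or every replicate alone reaching that limit, limit read from the data, passing the limit was not always enough; inconclusive means no clear call, values can overlap the other calls; inactive means mean under the limit and some replicate under it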;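 further: myotubes were challenged with 10 µM simvastatin during compound exposure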
Numbers without * were called inactive; u = inconclusive; x = not tested or not shown; & = joins results of further samples. Not all compounds are listed; count on the stated rates, not on these rows.

SMILES	PglD DTNB	S100A4 MyoIIA	SIRT5 block	ERp5 block	E-selectin induc	DENV2 CPE	Statin myotox sup
CC(=NNc1ccc([N+](=O)[O-])cn1)c1ccc(N)cc1	1	-3	-5	6	0.0	0	-6
COc1ccc(C(=O)Nc2nccs2)cc1[N+](=O)[O-]	-2	-2	-5	-1	0.0	6	x
Cc1ccc(C2(C)NC(=O)N(CC(=O)NC3CCCCC3)C2=O)cc1 (stereo not given)	-2	-4	0	4	x	-9	19
O=C(NCC(=O)N1CCN(C(=O)c2ccco2)CC1)c1ccccc1	3	2	-1	4	-0.7	4	6
O=C(CSc1nnc(COc2ccccc2Cl)o1)NC(=O)NCc1ccco1	x	2	-3	4	-0.5	5	x
CC(NS(=O)(=O)c1ccc(Br)s1)c1ccccc1 (stereo not given)	-1	-19	-3	1	0.9	-3	-2
C[C@@H]1CN([C@H](C)CO)C(=O)c2cc(NC(=O)c3ccccc3)ccc2O[C@@H](C)CCCCO[C@@H]1CN(C)Cc1ccc2c(c1)OCO2	-2	-1	-2	3	-0.6	-1	x
Cc1cccc(C)c1NC(=O)CN(C)C(=O)CCc1nc2sc3c(c2c(=O)[nH]1)CCCC3	0	10	2	-5	x	-5	-10
CC(=O)c1c(C)[nH]c(C(=O)Nc2ccc(Cl)cc2)c1C	-2	-6	0	-3	0.1	-1	-14
O=C(C[C@H]1C[C@H]2c3cc(NC(=O)Nc4ccc(C(F)(F)F)cc4)ccc3O[C@H]2[C@@H](CO)O1)NCc1ccc2c(c1)OCO2	5	-3	8	u	4.6	-2	5
C[C@H]1CN([C@@H](C)CO)C(=O)c2cc(C#Cc3cccnc3)cnc2O[C@H]1CN(C)Cc1ccccc1	0	10	6	2	0.0	-4	26
Cc1onc(-c2ccccc2)c1C(=O)OCCOc1ccc([N+](=O)[O-])cc1[N+](=O)[O-]	-4	-3	-2	4	x	-4	-11
O=C(c1ccccn1)N1C[C@H]2[C@@H](c3ccccc31)[C@@H](CO)N2C(=O)C1CCCC1	0	12	2	3	0.2	-2	7
CC(C)NC(=O)Nc1ccc2c(c1)C(=O)N([C@H](C)CO)C[C@@H](C)[C@H](CN(C)C(=O)Nc1ccc(C(F)(F)F)cc1)OCCCC[C@@H](C)O2	-3	-1	6	-6	0.0	50*	x
O=C(C[C@@H]1CC[C@@H]2[C@H](COC[C@H](O)CN2C(=O)Nc2cccc(F)c2)O1)NCCCN1CCOCC1	-1	-8	4	-4	-0.2	x	-4
O=C(Nc1ccccc1)C1=C[C@H](c2ccc(C(F)(F)F)cc2)C[C@H](OCc2ccc(CO)cc2)O1	1	-12&-9	-3&0	-3&8	0.0	-11&-6	x
CC(OC(=O)/C(C#N)=C/c1ccc(N(C)C)cc1)C(=O)N(C)c1ccccc1 (stereo not given)	-8	38	1	0	x	9	0
O=C(Nc1nnc(C2CC2)s1)c1ccco1	x	-3	3	4	x	1	x
C[C@H]1CN([C@@H](C)CO)C(=O)c2cc(NS(=O)(=O)c3ccc(Cl)cc3)ccc2O[C@@H]1CN(C)S(=O)(=O)c1ccccc1	1	x	x	x	0.5	2	-20
CCCN(CC(=O)Nc1ccccc1C)CC(=O)Nc1ccc(Br)cc1F	0	-2	-4	0	0.5	-4	1
CCC1CSC(Nc2ccc(C(=O)/C=C/c3ccc(Br)cc3)cc2)=N1 (stereo not given)	x	2	1	-2	x	-8	x
O=C(NNC(=O)c1cnccn1)c1ccc(Cl)cc1	x	20	-7	1	4.0	-6	x
CCCCOC(=O)c1ccc(Nc2ncnc3nc[nH]c23)cc1	1	10	x	-3	0.3	-3	-8
C[C@H]1CCCCO[C@@H](CN(C)Cc2ccncc2)[C@@H](C)CN([C@@H](C)CO)C(=O)c2cc(NC(=O)Cc3ccccc3)ccc2O1	-2	-1	0	0	0.1	-2	-5
Cn1cccc1C(=O)NC1CCCCC1	-5	-3	-6	1	x	-2	-9
CCN1[C@H](C(=O)NC2Cc3ccccc3C2)[C@@H](CO)[C@@H]2Cn3c(ccc(C4=CCCC4)c3=O)[C@@H]21	2	-6	-5	1	0.4	-9	-17
C[C@@H]1CCCCO[C@H](CN(C)Cc2ccc3c(c2)OCO3)[C@H](C)CN([C@H](C)CO)C(=O)c2cc(NC(=O)CCC(F)(F)F)ccc2O1	3	2	-2	5	0.6	-2	x
C/C(=N\NC(=O)c1ccccc1N)c1ccc(NC(=O)Cc2ccccc2)cc1	-5	1	0	-2	-0.1	-3	1
COc1ccc(C(=O)Nc2cc(C)on2)c(OC)c1	-1	1	-2	-2	0.0	-2	-10
N#CCc1nn(-c2ccccc2)c(N)c1C#N	4	2	-3	8	x	x	7
Cc1ccc(OCC(=O)NC(=S)Nc2cccc(NC(=O)c3ccccc3Cl)c2)cc1	5	8	-5	0	-0.7	1	-81
C[C@H](CO)N1C[C@H](C)[C@@H](CN(C)Cc2ccc(C(F)(F)F)cc2)Oc2ccc(NC(=O)CCCN(C)C)cc2C1=O	-1	4	1	1	-6.4	1	8
CCOC(=O)c1ccc(NC(=O)CCC2COc3ccccc3O2)cc1 (stereo not given)	-1	5	-8	3	x	x	-43
Cc1cc(NC(=O)CSc2nnc(NCc3ccccc3)s2)no1	-6	3	-8	-1	-0.7	-3	1
COc1ccc(-c2nc(C3CCCCC3)no2)cc1OC	-2	1	2	1	x	x	-39
C(=C\c1ccncc1)/c1ccccc1	3	4	-2	-7	x	-5	-8
CC(C)CN(C(=O)CCc1ccccc1Cl)c1c(N)n(Cc2ccccc2)c(=O)[nH]c1=O	-2	3	-5	-4	0.5	-1	-1
CSc1cccc(NC(=O)c2cc(S(=O)(=O)N3CCCCC3)c[nH]2)c1	-4	5	x	5	0.1	-1	6
CO[C@@H]1CN(C)C(=O)c2ccc(NC(=O)NC(C)C)cc2OC[C@H](C)N(Cc2ccc(-c3ccccn3)cc2)C[C@@H]1C	0	0	x	-3	0.0	-10	3
CCOCCCNC(=O)c1ccc(OC2CCN(C(C)=O)CC2)c(OC)c1	3	-1	-2	-1	0.1	-3	-11
Cc1onc(-c2ccccc2Cl)c1C(=O)OCC(=O)Nc1cccc(S(=O)(=O)N2CCOCC2)c1	1	34	-7	8	4.8	0	-1
CN1c2ccc(-c3cccc(F)c3)cc2[C@@H]2[C@@H](CCN2C(=O)c2cccc(F)c2)[C@@H]1CO	x	1	-1	-10	-0.3	3	x
Nc1nnc(CC(=O)N/N=C/c2ccc(-c3ccccc3Cl)o2)s1	x	-5	-3	0	x	-7	x
NS(=O)(=O)c1cc(C(=O)OCC(=O)N2CCc3ccccc3C2)ccc1Cl	-3	-3	-1	-13	x	u	-4
COc1ccc(C(=O)COC(=O)c2ccc3c(c2)OCO3)c(OC)c1	-1	-4	-3	-9	1.8	14	-8
CCOC(=O)[C@H]1[C@H]2COc3ccc(OC)cc3[C@H]2N2C(=O)CNC(=O)[C@@]12C	7	0	x	2	1.2	-10	7
O=C(COC(=O)CN1C(=O)c2ccccc2C1=O)NC1CCCCC1	0	16	-2	4	-0.1	-3	-2
CS(=O)(=O)N1CCN(c2ncnc3c2cnn3-c2ccccc2)CC1	x	3	-3	12	1.3	3	x
Cc1ccc(NC(=O)NCc2ccc3[nH]c(C)cc3c2)cc1	x	0	-2	5	x	-3	x
CCCCCCN1CCN(C2CN(Cc3ccccc3)S(=O)(=O)C2)CC1 (stereo not given)	1	-7	-5	1	0.0	9	7
Cc1ccc(NC(=O)CN(C)C(=O)CSc2nc3ccccc3c(=O)n2CCO)cc1	x	-7	-7	-1	x	-16	-10
COc1ccc(-c2cc(C(=O)Nc3c(F)cc(F)cc3Br)no2)cc1	-3	-1	-2	4	x	-1	-28
CCCCc1ccc(S(=O)(=O)NCCCN2CCCC2=O)cc1	1	-12	-3	-6	-0.3	16	7
CSc1ccccc1NC(=O)c1ccccc1	x	-6	-3	4	x	8	x
CCc1c(-c2ccc(F)cc2F)ncn1CCc1ccccc1OC	x	0	x	-4	0.0	u	x
COc1ccc(CNC(=O)Cn2nc(C)n3cccc3c2=O)cc1	-1	2	-4	1	0.3	-3	-5
Cc1noc(C)c1S(=O)(=O)Nc1ccc2c(c1)C(=O)N([C@@H](C)CO)C[C@H](C)[C@H](CN(C)C(=O)Nc1ccc(C(F)(F)F)cc1)O2	1	7	-5	0	-2.9	-2	x
O=S(=O)(Cc1ccccc1)Nc1cccc(F)c1	0	-3	-1	2	x	13	5
COC(=O)[C@@]1(C)[C@H]2C(=O)N(C)C(=O)[C@H]2[C@H]2CN=C(SCc3ccc(Cl)cc3)N21	1	-1	-2	2	-0.2	11	12
Cc1ccc(-n2c(-c3ccco3)nc3c(cnn3-c3ccccc3C)c2=O)cc1	1	-1	1	-6	1.8	-8	16

(list continues)
SMILES	PglD DTNB	S100A4 MyoIIA	SIRT5 block	ERp5 block	E-selectin induc	DENV2 CPE	Statin myotox sup
COc1ccc2c3c([nH]c2c1)[C@H](CO)N(CC1CCOCC1)CC31CN(C(=O)C2CC2)C1	x	-3	-3	2	-0.3	18	x
Cc1ccc(C(=O)NCC(=O)OCc2c(F)cccc2Cl)cc1	x	-5	-8	-1	-0.3	10	x
O=C(CNC(=O)c1ccccc1F)NNC(=O)c1ccccc1O	4	0	-2	12	x	1	5
CO[C@@H]1CN(C)C(=O)c2cc(NC(=O)C3CC3)ccc2OC[C@H](C)N(C(C)=O)C[C@@H]1C	-2	3	2	-5	0.1	2	-5
COC(=O)C1C(c2ccc(Br)cc2)Nc2nnc(C(F)(F)F)n2C1(C)O (stereo not given)	-2	-2	-5	-9	-2.1	11	x
Cc1cccc2c1-c1sc(C(=O)Nc3nccs3)cc1CO2	3	-7	1	u	1.1	-3	-40
CC1(C)CC(=O)C=C(c2ccc(-c3ccc(OC(F)(F)F)cc3)cc2)C1=O	0	2	-4	-2	x	-1	-6
COc1c(Br)cc(Br)cc1/C=N/NC(=O)c1cccnc1	-3	-1	2	-1	0.8	-2	-15

Of the compounds above, these have a Cl atom:
SMILES	PglD DTNB	S100A4 MyoIIA	SIRT5 block	ERp5 block	E-selectin induc	DENV2 CPE	Statin myotox sup
O=C(CSc1nnc(COc2ccccc2Cl)o1)NC(=O)NCc1ccco1	x	2	-3	4	-0.5	5	x
CC(=O)c1c(C)[nH]c(C(=O)Nc2ccc(Cl)cc2)c1C	-2	-6	0	-3	0.1	-1	-14
C[C@H]1CN([C@@H](C)CO)C(=O)c2cc(NS(=O)(=O)c3ccc(Cl)cc3)ccc2O[C@@H]1CN(C)S(=O)(=O)c1ccccc1	1	x	x	x	0.5	2	-20
O=C(NNC(=O)c1cnccn1)c1ccc(Cl)cc1	x	20	-7	1	4.0	-6	x
Cc1ccc(OCC(=O)NC(=S)Nc2cccc(NC(=O)c3ccccc3Cl)c2)cc1	5	8	-5	0	-0.7	1	-81
CC(C)CN(C(=O)CCc1ccccc1Cl)c1c(N)n(Cc2ccccc2)c(=O)[nH]c1=O	-2	3	-5	-4	0.5	-1	-1
Cc1onc(-c2ccccc2Cl)c1C(=O)OCC(=O)Nc1cccc(S(=O)(=O)N2CCOCC2)c1	1	34	-7	8	4.8	0	-1
Nc1nnc(CC(=O)N/N=C/c2ccc(-c3ccccc3Cl)o2)s1	x	-5	-3	0	x	-7	x
NS(=O)(=O)c1cc(C(=O)OCC(=O)N2CCc3ccccc3C2)ccc1Cl	-3	-3	-1	-13	x	u	-4
COC(=O)[C@@]1(C)[C@H]2C(=O)N(C)C(=O)[C@H]2[C@H]2CN=C(SCc3ccc(Cl)cc3)N21	1	-1	-2	2	-0.2	11	12
Cc1ccc(C(=O)NCC(=O)OCc2c(F)cccc2Cl)cc1	x	-5	-8	-1	-0.3	10	x

Bioassay records as filed in PubChem.
